proKLK7 act: proKLK7 (human) activation, primary screen. P49862. purified proKLK7, EDANS-DABCYL substrate fluorescence; 100% is mature enzyme control, 0% vehicle. activation, % at 7 µM. 0.9% of 370,000 active. AID 652039;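 active = activation above the mean of all tested compounds plus 3 SD, computed per campaign excluding outliers beyond control limits, cut at about 13% in these data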
FXN GAA850 act: activators of GAA850 frataxin (FXN) promoter; HEK293 lucGAA850 FXN promoter luciferase reporter, 24 h; percent of 10 µM SAHA response; activation, % at 6 µM; 0.56% of 360,000 active;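 active = activation above the average of all compounds screened plus 3 SD, cutoff fixed separately per campaign, cut at about 7.5% in these data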;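 note: 0% = DMSO wells and 100% = 10 µM SAHA wells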
HGIII-sPLA2 inh: Inhibits HGIII-sPLA2 liposome hydrolysis, primary screen. QFRET BODIPY PC-A2 liposome hydrolysis, fluorescence. 0.56% of 370,000 active. inhibition, % at 12.2 µM. Q9NZ20. AID 743126;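 active = inhibition above mean plus 3 SD of compounds lying within the high and low control bounds, cut at about 19% in these data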;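 note: 0% = median of test compound wells and 100% = no enzyme DMSO wells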
ASAP1 GAP inh: ASAP1 ArfGAP inhibition; Q9ULH1; AID 624377; 0.19% of 360,000 active; inhibition, % at 16.5 µM; ASAP1-stimulated ARF1 GTP hydrolysis, GDP FP detection; in the data active = inhibition above about 25%;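 note: 0% = vehicle with enzyme and substrate and 100% = no enzyme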
rCAG RNA binder: molecules binding r(CAG) RNA repeats. r(CAG) RNA repeat, TO-PRO-1 dye displacement fluorescence. inhibition, % at 3 µM. 1.3% of 370,000 active. AID 651821;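 active = inhibition above the plate cutoff, the mean of all test compounds on that plate plus 3 SD, cut at about 35% in these data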;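 note: 0% = DMSO alone and 100% = 100 µM mitoxantrone as full dye displacement; higher means more dye released from RNA so lower well fluorescence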
GC-B act: GC-B (human) receptor activation | activation, % at 10 µM | HEK293-GC-B cells, CNP EC30, cGMP TR-FRET; 0% at EC30 CNP, 100% saturating CNP | P20594 | 0.11% of 370,000 active | AID 1920062;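 active = activation at 10 µM reaching about 35% in either raw or pattern-adjusted values, limit read from the data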
GC-A act: GC-A (human) enzyme activation; P16066; HEK293 GC-A cells, cGMP TR-FRET, EC30 ANP; 0% at EC30 ANP, 100% saturating ANP; activation, % at 10 µM; 0.14% of 370,000 active; in the data active = activation above about 40%
Target sequence (P16066 whole entry, looked up): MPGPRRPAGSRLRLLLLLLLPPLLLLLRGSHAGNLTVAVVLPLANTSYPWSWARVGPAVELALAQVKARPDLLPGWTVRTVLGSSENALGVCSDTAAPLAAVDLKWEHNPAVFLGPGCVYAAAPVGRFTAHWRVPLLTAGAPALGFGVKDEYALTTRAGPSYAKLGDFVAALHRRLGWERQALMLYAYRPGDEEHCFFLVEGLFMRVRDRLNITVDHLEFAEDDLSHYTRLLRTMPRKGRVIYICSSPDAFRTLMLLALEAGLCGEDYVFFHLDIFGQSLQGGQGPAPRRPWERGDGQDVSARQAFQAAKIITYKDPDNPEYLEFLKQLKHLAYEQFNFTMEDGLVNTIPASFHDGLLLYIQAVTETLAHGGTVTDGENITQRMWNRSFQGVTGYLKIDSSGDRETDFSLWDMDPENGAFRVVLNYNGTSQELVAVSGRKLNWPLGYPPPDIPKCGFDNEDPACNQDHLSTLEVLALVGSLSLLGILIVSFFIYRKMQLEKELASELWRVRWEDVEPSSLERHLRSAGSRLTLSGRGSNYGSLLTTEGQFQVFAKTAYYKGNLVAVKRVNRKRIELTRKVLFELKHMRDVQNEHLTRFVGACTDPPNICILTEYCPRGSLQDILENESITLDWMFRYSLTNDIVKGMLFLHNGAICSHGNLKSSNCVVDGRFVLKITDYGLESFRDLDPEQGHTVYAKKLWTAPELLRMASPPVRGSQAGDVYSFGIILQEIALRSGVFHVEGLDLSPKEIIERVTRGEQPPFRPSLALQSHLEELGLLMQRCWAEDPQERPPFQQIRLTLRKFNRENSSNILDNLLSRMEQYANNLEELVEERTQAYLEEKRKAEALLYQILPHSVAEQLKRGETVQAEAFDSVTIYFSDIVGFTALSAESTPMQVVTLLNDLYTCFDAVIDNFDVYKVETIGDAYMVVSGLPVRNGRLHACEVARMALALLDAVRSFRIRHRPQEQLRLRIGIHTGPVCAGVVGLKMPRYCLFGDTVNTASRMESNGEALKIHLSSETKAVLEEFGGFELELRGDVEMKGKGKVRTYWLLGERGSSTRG
ARFGAP1 inhibitor: inhibitors of rat ARFGAP1; Arfgap1-stimulated ARF1 GTP hydrolysis, GDP FP detection; inhibition, % at 16.5 µM; 0.26% of 360,000 active;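 active = inhibition above a per-plate limit, mean inhibition of low control wells plus 3 SD, cut at about 25% in these data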;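 note: 0% = DMSO wells with enzyme and 100% = wells lacking Arfgap1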
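Replicates: Single well per compound | Assay system: Truncated rat Arfgap1 GAP domain | Control set: No-Arfgap1 wells (100%) versus DMSO full-reaction wells (0%) | Times: Enzyme reaction 120 min at 25 °C after 20 min preincubation | Reagent: Human ARF1(Δ1-17)-GTP substrate | Measured by: Tracer-displacement fluorescence polarization with EDTA stop, 620/688 nm | Measure: Percent inhibition of Arfgap1-stimulated GTP hydrolysis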
ADAM10 inh: inhibitors of human ADAM10; inhibition, % at 7 µM; 0.62% of 370,000 active; recombinant ADAM10, EDANS/DABCYL FRET peptide cleavage, 3 h; AID 720582;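 active = inhibition above a per-campaign cutoff equal to the mean of compounds falling between control-based bounds plus 3 SD, cut at about 20% in these data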;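 note: 0% = DMSO wells while the 100% control is not disclosed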
DDE Tn6 FP inh: disrupts Tn6 cyclic peptide binding to fibrin D-Dimer-E complex. P02675. Fibrin DD(E) TRITC-Tn6 fluorescence polarization displacement. inhibition, % at 8.3 µM. 0.21% of 370,000 active;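 active = inhibition above a per-campaign cutoff: mean of compounds within control limits plus 3 SD, cut at about 15% in these data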;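 note: 0% = median of all compound wells on the plate and 100% = blocking peptide control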
The depositor's hits bear a star; i = inactive; nt = not tested or not shown. Outcome played no part in choosing rows (roughly 4.5% active in at least one column).

Molecule,proKLK7 act,FXN GAA850 act,HGIII-sPLA2 inh,ASAP1 GAP inh,rCAG RNA binder,GC-B act,GC-A act,ARFGAP1 inhibitor,ADAM10 inh,DDE Tn6 FP inh
CC(C)C(=O)Nc1ccc(NC(=S)NC(=O)c2ccccc2F)cc1,-0.1,-0.6,-1,4,-4,-2,-3,2,-4,2
CC(=O)Nc1ccc(S(=O)(=O)Nc2cccn(Cc3ccc(C)cc3)c2=O)cc1,0.5,-2.2,4,13,3,4,2,-7,3,0
O=C(C(NS(=O)(=O)c1cccs1)c1ccccc1)N1CCN(c2ccccc2F)CC1 (stereo not drawn),-0.1,-0.8,0,-10,0,1,-1,9,-2,-3
O=C1OC(Cc2ccccc2)C(c2ccccc2)C1=O (stereo not drawn),-0.1,2.0,-60,5,3,-3,-1,-6,-10,3
Cn1c(=O)c2[nH]c(CCCc3ccc([N+](=O)[O-])cc3)nc2n(C)c1=O,0.5,-4.0,-1,2,6,-8,0,-8,-57,0
COCCNC(=O)c1ccc(Cn2c(SCC(=O)NCC3CCCO3)nc3ccc(Br)cc3c2=O)cc1 (stereo not drawn),0.2,-2.3,3,-3,-3,2,4,5,-6,1
COc1ccc(CCNC(=O)c2ccccc2NS(=O)(=O)c2c(F)cccc2F)cc1,-0.1,-1.1,-14,1,48*,4,0,6,-5,-8
CC(=O)N1c2ccc(S(=O)(=O)N3CCCC(C(=O)N4CCCC(C)C4)C3)cc2CC1C (stereo not drawn),-0.6,1.4,2,-3,-5,1,-2,3,-4,10
COCCCNC(=O)CN1C(=O)CSc2ccc(S(=O)(=O)N3CCOCC3)cc21,-0.2,0.1,0,14,0,3,4,5,4,0
CCOC(=O)/C=C1\SCC(=O)N1CC(=O)N1CCOCC1,-0.1,-1.8,-3,8,0,2,-2,-11,1,-1
O=C(C[C@@H]1C/C=C/CC[C@@H](Cc2ccc(F)cc2)C(=O)O[C@H](c2ccccc2)CNC1=O)NCCO,-0.1,6.5,-6,13,-8,5,1,-4,-3,2
N#CCc1ccc(NC(=O)c2ccc(S(=O)(=O)N3CCCC3)cc2)cc1,-0.2,-0.6,-2,-7,2,1,2,-10,7,0
Cc1ccc(OCC(=O)Oc2c(C)cccc2C)cc1,0.0,-1.6,-7,6,-3,-3,-3,-13,7,2
O=C(O)CSc1nnc(Cc2ccccc2)n1-c1ccccc1,0.0,1.9,7,-4,3,-5,-1,4,-3,2
Cc1ccc(NC(=O)CCn2c(=S)oc3ccccc32)cc1F,-0.1,-0.6,6,4,0,-4,-5,-1,4,3
Cn1cccc1C(=O)NC(=O)COC(=O)CC12CC3CC(CC(C3)C1)C2,0.2,0.0,1,-9,-1,-8,0,-5,5,6
COc1ccc2[nH]c(=O)c(CN(C)C(=O)COc3ccccc3)cc2c1,-0.5,0.2,0,-3,3,-3,1,6,-35,1
NC(=O)NC(=O)COC(=O)c1ccc(Cl)c(S(=O)(=O)N(Cc2ccccc2)c2ccc(Cl)cc2)c1,0.0,0.2,-3,-1,11,0,-14,3,14,-8
COc1ccc(CNCc2ccc(C)cc2)c(OC)c1,0.1,0.7,-8,2,5,-3,-2,-9,-1,3
CC(C)Cc1nc(N2CCOCC2)c(C#N)c2c1COC(C)(C)C2,-0.4,1.8,-3,-5,-3,-4,-4,2,-72,10
CC1CCCC(NC(=O)COC(=O)c2ccccc2C(=O)N(C)C2CCCCC2)C1C (stereo not drawn),0.1,1.9,-1,6,-1,10,2,-6,2,4
CSc1nc2nc3c(cc2c(=O)n1-c1ccccc1C)CCCC3,0.3,-2.6,2,1,1,1,-1,14,-16,-3
COC(=O)c1ccccc1C(=O)N1CCOCCN(C(=O)c2ccccc2C(=O)OC)CCOCC1,0.0,0.7,2,-6,-7,6,-1,-1,-5,-1
CC1CCCN(CC(O)COc2ccc(-c3ccccc3)cc2)C1 (stereo not drawn),0.3,-1.7,1,-8,-7,2,-1,3,-3,5

Another view of 2 compounds above.
CSc1nc2nc3c(cc2c(=O)n1-c1ccccc1C)CCCC3
- proKLK7 act = 0.3
- FXN GAA850 act = -2.6
- HGIII-sPLA2 inh = 2
- ASAP1 GAP inh = 1
- rCAG RNA binder = 1
- GC-B act = 1
- GC-A act = -1
- ARFGAP1 inhibitor = 14
- ADAM10 inh = -16
- DDE Tn6 FP inh = -3

COC(=O)c1ccccc1C(=O)N1CCOCCN(C(=O)c2ccccc2C(=O)OC)CCOCC1
- proKLK7 act = 0.0
- FXN GAA850 act = 0.7
- HGIII-sPLA2 inh = 2
- ASAP1 GAP inh = -6
- rCAG RNA binder = -7
- GC-B act = 6
- GC-A act = -1
- ARFGAP1 inhibitor = -1
- ADAM10 inh = -5
- DDE Tn6 FP inh = -1

Later entries
Molecule,proKLK7 act,FXN GAA850 act,HGIII-sPLA2 inh,ASAP1 GAP inh,rCAG RNA binder,GC-B act,GC-A act,ARFGAP1 inhibitor,ADAM10 inh,DDE Tn6 FP inh
O=C(CCCSc1nc2ccccc2[nH]1)Nc1nnc(-c2ccccc2)o1,0.5,-4.0,-6,-1,2,-6,-2,2,-2,-8
COc1ccc(S(=O)(=O)N2CCN(c3ncccn3)CC2)cc1OC,0.5,1.7,4,-3,1,2,3,-16,0,7
CCc1ccc(-c2cc(C)no2)cc1S(=O)(=O)N1CCN(c2ccccc2F)CC1,0.5,-0.8,4,-3,1,-2,3,-5,-10,7
Cc1cc2cc(C(c3nnnn3CC3CCCO3)N3CCCc4ccccc43)c(=O)[nH]c2cc1C (stereo not drawn),4.8,-3.3,0,2,1,2,-9,-2,-149,3
O=C(NNC1=Nc2cccc3cccc1c23)c1ccc(Br)cc1,-0.3,-2.1,12,6,7,-1,-10,1,1,-2
COCCCN(C(=O)Cc1ccc(Cl)c(Cl)c1)c1c(N)n(Cc2ccccc2)c(=O)[nH]c1=O,0.4,-9.6,2,-1,3,7,-9,-4,-5,2
Cc1ccc(S(=O)(=O)NC(=NCC(=O)O)c2ccc(F)cc2)cc1,0.4,1.6,3,3,1,-1,8,10,-3,7
COc1ccc(S(=O)(=O)N2CCN(S(=O)(=O)c3ccc4c(c3)OCCO4)CC2)cc1,0.1,-0.8,-3,-4,1,0,2,3,-12,1
O=C(Nc1ccc2nc(C3CC3)n(Cc3ccccc3)c(=O)c2c1)C1CC1,-0.5,2.2,-1,8,2,3,7,2,-5,-6
O=C(NCCNC(=O)c1ccc(Cl)cc1Cl)c1ccccn1,-0.4,-1.5,3,-9,3,-3,5,-11,5,-1
O=C1OCCC1Sc1nnnn1-c1ccc(Cl)cc1 (stereo not drawn),0.0,-0.5,-25,1,-2,19,65*,5,-14,2
Cc1ccccc1NC(=O)c1ccccc1NC(=O)c1ccccc1F,-0.8,-0.6,5,4,-3,-1,-1,-3,-4,3
Cc1cc(-c2sccc2Br)nc(-n2cccc2)n1,-0.9,0.8,-4,-9,10,-1,1,5,-27,2
COc1cccc(/C=C/C(=O)OCC(=O)NC2CC2)c1OC,0.0,-0.7,8,0,-2,-2,1,10,-5,1
O=C(Nc1nnc(-c2cccs2)o1)c1cccc(F)c1,0.8,-0.6,-2,0,3,-3,-3,0,3,-6
COC(=O)c1cc(-c2cccc(C(C)C)c2)c(=O)n2c1CCC2,0.5,nt,2,nt,-2,-6,-3,nt,-16,-2
CNc1snc(C)c1C(=O)OCC(=O)N(C)Cc1ccccc1,0.1,0.1,10,11,1,0,-1,-4,-9,4
Cc1ccc2sc(NC(=O)CSc3nc(C)cc(C)c3C#N)nc2c1,-7.6,7.4,2,-13,13,3,3,-2,-96,-8
Cc1cccc(C(=O)OCCN2CCOCC2)c1,0.3,0.8,3,2,-1,2,1,-4,5,2
O=C(O)/C(=C\c1cccs1)c1ccccc1,0.6,2.0,-3,-11,-3,0,6,-8,-7,1
O=C(Nc1cnn(Cc2ccc(Cl)cc2)c1)c1ccc([N+](=O)[O-])cc1,0.5,-1.0,-17,-3,4,5,-10,-2,14,4
Cc1nc2ccc(NC(=O)N3CCC(c4ccccc4)C3)cc2nc1C (stereo not drawn),-1.6,-0.1,-4,-6,0,4,0,4,i,12
O=C1C(C2=NC(C(=O)O)C3C(=O)N(c4ccc(Cl)cc4)C(=O)C23)=C(O)c2ccccc21 (stereo not drawn),1.6,-1.6,-9,-7,4,0,-4,-4,-2,4
COC(=O)c1ccc(COC(=O)c2cc3ccccc3oc2=O)cc1,0.0,5.5,12,9,-1,-1,5,9,-8,-1
CC1CCN(S(=O)(=O)c2ccc(NC(=O)CNC3CCCCC3)cc2)CC1,0.1,0.6,13,11,0,5,6,5,-10,-5

Quoted at random: 5 entries already listed
Molecule,proKLK7 act,FXN GAA850 act,HGIII-sPLA2 inh,ASAP1 GAP inh,rCAG RNA binder,GC-B act,GC-A act,ARFGAP1 inhibitor,ADAM10 inh,DDE Tn6 FP inh
O=C1C(C2=NC(C(=O)O)C3C(=O)N(c4ccc(Cl)cc4)C(=O)C23)=C(O)c2ccccc21 (stereo not drawn),1.6,-1.6,-9,-7,4,0,-4,-4,-2,4
O=C(Nc1nnc(-c2cccs2)o1)c1cccc(F)c1,0.8,-0.6,-2,0,3,-3,-3,0,3,-6
COC(=O)c1cc(-c2cccc(C(C)C)c2)c(=O)n2c1CCC2,0.5,nt,2,nt,-2,-6,-3,nt,-16,-2
Cc1cc(-c2sccc2Br)nc(-n2cccc2)n1,-0.9,0.8,-4,-9,10,-1,1,5,-27,2
CC1CCN(S(=O)(=O)c2ccc(NC(=O)CNC3CCCCC3)cc2)CC1,0.1,0.6,13,11,0,5,6,5,-10,-5

Compound activity (PubChem)
